# Fluorescein autfl: compound autofluorescence in fluorescein spectral region | Compound autofluorescence, 480/540 nm, fluorescein-equivalent; active compounds read high | max fluorescein-equivalent concentration, M | 59,000 tested, 0.91% active | AID 593; in the data active means max fluorescein-equivalent concentration above about 10 nM; inconclusive means between about 1.1 nM and that limit
#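 Normalized response (dye-equivalent concentration) derives from comparing each well's 540 nm emission, under 480 nm excitation, with plate-resident fluorescein standards. Compounds were held in 100 mM Tris, pH 8.0, for 15 min at room temperature.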
# Epigenetic mod: epigenetic GFP locus derepression in mouse cells. mouse C127i GFP locus derepression, cytometry, 30 h. Potency, µM (series often up to 46.1 µM), inactives show at the top dose GFP derepression (activation). 68,000 tested, 0.09% active. AID 597; further: % of control where 0% means no effect
#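 Locus derepression in mouse mammary C127i cells whose integrated CMV-GFP reporter is normally silent; GFP expression after 30 h compound treatment was quantified by counting fluorescent cells.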
# UbGFP stabilizer: inhibits proteasome, raising ubiquitin-GFP reporter fluorescence; Ubiquitin-GFP reporter cells, proteasome inhibition, GFP fluorescence; response scale: untreated = 0%, 10 µM MG-132 = 100%; AID 526; Potency, µM (titrated, usually from 45.9 µM), inactives show at the top dose activation (GFP accumulation), most hits filed as activators; 67,000 tested, under 10 active; active means well fitted activation curve with a large enough effect, not every such curve was filed as active; inconclusive means small, poorly fitted or top-dose-only effect, or another doubt; inactive means no such curve, though single readings can be large or run the other way; further: potency means the concentration at half of the fitted maximal effect
#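 Proteasome blockade was scored as a rise in GFP-expressing U2OS cells carrying a ubiquitin(G76V)-GFP construct, imaged after 4 hr compound treatment at 37 °C across a 46 uM–2.9 nM series.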
# Casp7 inh: blocks human caspase-7 allosterically or competitively | P55210 | recombinant caspase-7, Ac-DEVD-AFC fluorescence rate | Potency, µM (top dose mostly 57.5 µM), for inactives: top-dose activity change, negative = inhibition, actives largely listed as inhibitors | 75,000 tested, 0.02% active; active means well fitted inhibition curve with a large enough effect in the main read-out, with a control signal flat, not every such curve was filed as active; inconclusive means small, poorly fitted or top-dose-only effect, or a change in a side signal; further: potency means the concentration at half of the fitted maximal effect; % of control where 0% means no effect
# Target sequence (P55210 24-198 limits assumed): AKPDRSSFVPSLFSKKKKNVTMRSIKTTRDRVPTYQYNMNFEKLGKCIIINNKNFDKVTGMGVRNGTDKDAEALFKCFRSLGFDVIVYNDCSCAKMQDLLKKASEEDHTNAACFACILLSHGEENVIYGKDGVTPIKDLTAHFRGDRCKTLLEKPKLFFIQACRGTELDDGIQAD
# Target sequence (P55210 207-303 limits assumed): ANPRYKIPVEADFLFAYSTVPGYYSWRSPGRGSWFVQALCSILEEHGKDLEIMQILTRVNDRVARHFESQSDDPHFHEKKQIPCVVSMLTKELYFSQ
# BRCT PPI red: BRCT-phosphoprotein interaction inhibition (red fluorophore) | P38398 | BRCT-phosphopeptide binding, red fluorescence polarization | Potency, µM (series often up to 76.9 µM), for inactives: top-dose activity change, negative = inhibition, actives largely listed as inhibitors | 75,000 tested, 0.03% active; further: on the % scale 0 is the no-effect control and ±100 the full control effect
#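 Rhodamine-labelled pBACH1 10-mer (100 nM) bound to BRCT domain (100 nM) at pH 7.3; compounds incubated 12 min room temperature, polarization read. Free peptide defines full inhibition; unlabelled decapeptide titrated as control.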
# 4-MU autofl: compounds fluorescent in 4-MU spectral region; 59,000 tested, 11% active; compound autofluorescence, 340/450 nm, 4-MU equivalents; active compounds read high; max dye-equivalent concentration, M; AID 589; in the data active means max dye-equivalent concentration above about 10 nM; inconclusive means mostly about 1.1 nM to 9.6 nM
#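 Intrinsic fluorescence at 340/450 nm (ex/em) was read after 15 min at room temperature in pH 8.0, 100 mM Tris. Each compound concentration expressed as 4-MU-equivalent concentration from a six-point 4-MU standard series on each plate.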
# BRCT inh green: blocks human BRCA1 BRCT binding to phosphopeptide, green readout; BRCA1 BRCT-phosphopeptide binding, green fluorescence polarization; 75,000 tested, 0.05% active; P38398; AID 875; Potency, µM (series often up to 76.9 µM), inactives show at the highest dose activity change, negative = inhibition, usual class: inhibitors;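 further: potency means the concentration at half of the fitted maximal effect; plate controls were peptide without protein for full effect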
#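 Compounds were incubated for 12 min at room temperature with a complex of 100 nM fluorescein-tagged pBACH1 decapeptide and 250 nM His-tagged BRCT protein. Buffer was phosphate pH 7.3 with EDTA, DTT and Tween 20. Disruption of binding lowers the polarization signal.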
# Casp1 inh: caspase-1 (human) inhibition, allosteric or competitive | P29466 | Caspase-1 enzyme, Ac-WEHD-AFC fluorogenic rate | Potency, µM (highest dose often 57.5 µM), for the others: at the top dose activity change, negative = inhibition, most hits filed as inhibitors | 75,000 tested, 0.03% active;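 further: potency means the concentration at half of the fitted maximal effect; plate controls were vehicle for no effect and no substrate for full effect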
# Target sequence (P29466 120-297 limits assumed): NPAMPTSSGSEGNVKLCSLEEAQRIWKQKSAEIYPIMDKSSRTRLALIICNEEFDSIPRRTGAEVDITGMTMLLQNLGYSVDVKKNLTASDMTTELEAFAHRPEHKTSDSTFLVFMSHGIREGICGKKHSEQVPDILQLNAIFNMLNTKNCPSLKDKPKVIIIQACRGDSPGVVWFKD
# Target sequence (P29466 317-404 limits assumed): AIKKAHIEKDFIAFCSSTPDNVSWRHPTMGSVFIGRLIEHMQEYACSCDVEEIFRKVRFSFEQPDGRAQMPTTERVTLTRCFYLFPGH
# HEK293 cAMP ctrl: raises cAMP in parental HEK293 cells, TSHR agonist counter-screen. parental HEK293 CNG cAMP sensor, membrane potential fluorescence. Potency, µM (doses to about 57.1 µM), for inactives: at the highest dose activation, actives largely listed as activators. 73,000 tested, 2.5% active; further: potency means the concentration at half of the fitted maximal effect; % of control where 0% means no effect; nearly all actives have a fitted effect of over 55% in size
#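 Parental HEK 293 cells stably expressing a modified CNG channel (no TSHR) report cAMP rise as membrane depolarization. Membrane potential dye with 100 uM RO 20-1724 was loaded for 60 min at room temperature, then compound added for 30 min; fluorescence read at 590 nm.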
# A350 autofl: compound fluoresces in the Alexa 350 spectral region. Compound autofluorescence, 340/450 nm, Alexa 350 dye-equivalents; active compounds read high. max dye-equivalent concentration, M. 59,000 tested, 11% active. AID 590; in the data active means max dye-equivalent concentration above about 10 nM; inconclusive means mostly about 1.1 nM to 9.6 nM
# USP2a inhib: blocks human ubiquitin-specific protease USP2a. O75604. USP2a enzymatic assay, qHTS inhibition. Potency, µM (doses to about 38.3 µM), inactives show at the highest dose activity change, negative = inhibition, hits mostly inhibitors. 60,000 tested, 0.1% active. AID 927;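 further: potency means the concentration at half of the fitted maximal effect; nearly all actives have a fitted effect of over 60% in size; plate controls were DMSO for no effect and NEM full inhibition control for full effect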
#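 Coupled readout: USP2-cleaved Ub-PLA2 (20nM final) turns over NBD C6-HPC (20uM final), Ex 460nm/Em 535nm after 2.5 h, time-zero read flagging artifacts. Enzyme (20nM final, pH 8.0 Tris) given 30 min RT with compound first; NEM defines full inhibition.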
# Numbers without * were called inactive; i = inactive; ? = inconclusive; . = no result given; [ ] = another dose, or the depositor's remark. Unless noted, the call rests on the fitted dose curve; in most records, active means well fitted curve in the direction sought with a large enough effect; inconclusive means small, poorly fitted or top-dose-only effect, or another doubt; inactive means no such curve, though single readings can be large; an effect the other way counts as inactive or inconclusive. This is a subset (hit frequency here may not be typical).
[1] CN(Cc1cnc2nc(N)nc(N)c2n1)c1ccc(C(=O)N[C@@H](CCC(=O)O)C(=O)O)cc1
[2] CC(C)(C)NC(=O)Cn1nnc(-c2ccc(Cl)cc2)n1
[3] O=C(CC1SC(N2CCCCC2)=NC1=O)Nc1cccc(C(=O)O)c1 (stereo not drawn)
[4] CCC(=O)O[C@@]1(C(=O)CCl)C(C)CC2C3CCC4=CC(=O)C=C[C@@]4(C)[C@]3(F)C(O)C[C@]21C (stereo partly drawn)
[5] Cc1c(=O)n(OCc2ccccn2)c2ccccc2[n+]1[O-]
screen / no.	1	2	3	4	5
Fluorescein autfl	.	?	?	.	i
Epigenetic mod	-2%	3%	1%	.	4%
UbGFP stabilizer	3%	3%	6%	.	-3%
Casp7 inh	?	3%	-1%	-2%	1%
BRCT PPI red	28%	-0.4%	-0.8%	-1.7%	0.0%
4-MU autofl	.	i	?	.	3.6e-08M*
BRCT inh green	-7.2%	-0.2%	-1.4%	-0.8%[3.08 µM]	-2.6%
Casp1 inh	.	1%	-1%	0%	-1%
HEK293 cAMP ctrl	-5%	0%	-1%	.	0%
A350 autofl	.	i	?	.	3.5e-08M*
USP2a inhib	-1%	7%	-2%	54%[activator]	-4%

# Not a retest: an excerpt of the list.
[1] CN(Cc1cnc2nc(N)nc(N)c2n1)c1ccc(C(=O)N[C@@H](CCC(=O)O)C(=O)O)cc1
[2] CC(C)(C)NC(=O)Cn1nnc(-c2ccc(Cl)cc2)n1
[3] O=C(CC1SC(N2CCCCC2)=NC1=O)Nc1cccc(C(=O)O)c1 (stereo not drawn)
[4] CCC(=O)O[C@@]1(C(=O)CCl)C(C)CC2C3CCC4=CC(=O)C=C[C@@]4(C)[C@]3(F)C(O)C[C@]21C (stereo partly drawn)
screen / no.	1	2	3	4
Fluorescein autfl	.	?	?	.
Epigenetic mod	-2%	3%	1%	.
UbGFP stabilizer	3%	3%	6%	.
Casp7 inh	?	3%	-1%	-2%
BRCT PPI red	28%	-0.4%	-0.8%	-1.7%
4-MU autofl	.	i	?	.
BRCT inh green	-7.2%	-0.2%	-1.4%	-0.8%[3.08 µM]
Casp1 inh	.	1%	-1%	0%
HEK293 cAMP ctrl	-5%	0%	-1%	.
A350 autofl	.	i	?	.
USP2a inhib	-1%	7%	-2%	54%[activator]

# Other entries follow:
[6] CCc1cc2c(-c3ccccc3)cc(=O)oc2c(CN2CCOCC2)c1O
[7] O=C(CSCc1ccco1)Nc1cc(C(F)(F)F)ccc1N1CCOCC1
[8] C=CCN1C(c2ccccc2)=CS/C1=C(\C#N)c1nnc2n1CCCCC2
[9] CCCN(CCC)C(=O)CSc1nc2n[nH]c(C)c2c(=N)n1-c1ccc(OCC)cc1
[10] CCOC(=O)COn1c(=O)c(=O)n(OC)c2ccccc21
screen / no.	6	7	8	9	10
Fluorescein autfl	?	i	?	i	i
Epigenetic mod	0%	5%	-2%	-1%	-2%
UbGFP stabilizer	-4%	-2%	2%	23%	-25%
Casp7 inh	-17%	-5%	-1%	-1%	-1%
BRCT PPI red	-0.7%	-0.3%	-0.3%	-0.2%	-0.2%
4-MU autofl	2.7e-08M*	i	i	?	i
BRCT inh green	-2.4%	4.3%	-3.5%	1.2%	1.4%
Casp1 inh	-16%	-2%	2%	-2%	0%
HEK293 cAMP ctrl	10%	23%	12%	11%	7%
A350 autofl	3.5e-08M*	i	i	?	i
USP2a inhib	3%	30%	-5%	12%	1%

[11] Cc1csc(NC(=O)CSc2nnc3ncccn23)n1
[12] O=C(Cn1nnc(-c2ccc(Cl)cc2)n1)NC1CC2CCC1C2 (stereo not drawn)
[13] CC(=O)OC[C@H]1O[C@@H](O/N=C(\C)CCN2CCCCc3nc(C)c(C)cc32)[C@H](OC(C)=O)[C@@H](OC(C)=O)[C@H]1OC(C)=O
[14] CCC(CC)NC(=O)c1cc(OC)c(OC)c(OC)c1
[15] CN1CCN(S(=O)(=O)c2ccc(Br)s2)CC1
screen / no.	11	12	13	14	15
Fluorescein autfl	?	?	.	.	?
Epigenetic mod	-1%	-3%	.	-2%	6%
UbGFP stabilizer	3%	-3%	.	25%	-6%
Casp7 inh	0%	-3%	0%[11.5 µM]	1%	2%
BRCT PPI red	0.1%	-0.7%	0.6%[15.4 µM]	-0.6%	0.2%
4-MU autofl	i	i	.	.	i
BRCT inh green	-1.9%	-1.3%	-1.0%[15.4 µM]	-2.9%	-0.8%
Casp1 inh	0%	2%	1%[11.5 µM]	0%	-1%
HEK293 cAMP ctrl	19%	32%	-9%[11.4 µM]	2%	2%
A350 autofl	?	i	.	.	?
USP2a inhib	4%	10%	.	4%	-9%

[16] C=CCOc1ccccc1/C=c1\sc2nc(=O)c(C)nn2c1=O
[17] O=C(NC1CCCCC1)Sc1ccc(Cl)cc1
[18] Cc1cc(Cl)c(S(=O)(=O)NCc2ccncc2)cc1OCC(N)=O
[19] CN1CCC(OC(=O)C23CCC(C)(C(=O)O2)C3(C)C)CC1 (stereo not drawn)
[20] COc1ccccc1N1CCN(C(=O)CSc2nnc(-c3ccoc3C)o2)CC1
screen / no.	16	17	18	19	20
Fluorescein autfl	?	i	i	i	?
Epigenetic mod	0%	2%	-3%	-2%	0%
UbGFP stabilizer	0%	-2%	19%	12%	-2%
Casp7 inh	-6%	0%	-1%	0%	-13%
BRCT PPI red	-3.4%	0.4%	-0.7%	-0.6%	-1.0%
4-MU autofl	i	i	i	i	i
BRCT inh green	1.1%	-1.5%	-0.2%	-4.3%	0.8%
Casp1 inh	-4%	1%	0%	-1%	-2%
HEK293 cAMP ctrl	0%	-2%	19%	7%	15%
A350 autofl	i	i	i	i	i
USP2a inhib	30%	-5%	-1%	-5%	31%[activator]

[21] Cc1ccc(S(=O)(=O)N[C@H]2COC(=O)[C@@H](C)COC(=O)C/C=C\[C@H]2C)cc1
[22] Cc1cc(C)n(C(=O)c2ccncc2)n1
[23] c1coc(-c2nnc(SCc3cn4ccccc4n3)o2)c1
[24] CC(C)Cn1c(CN2C(=O)c3ccccc3C2=O)nc2ccccc2c1=O
[25] CCc1c(C)[nH]c(=S)c(C#N)c1C
screen / no.	21	22	23	24	25
Fluorescein autfl	.	i	?	.	?
Epigenetic mod	.	2%	1%	-2%	-1%
UbGFP stabilizer	.	3%	2%	-8%	-2%
Casp7 inh	0%[11.5 µM]	4%	-2%	0%	1%
BRCT PPI red	1.7%[15.4 µM]	-0.5%	-0.6%	-1.1%	-1.8%
4-MU autofl	.	i	i	.	i
BRCT inh green	-1.6%[15.4 µM]	-1.4%	1.0%	-3.3%	-0.3%
Casp1 inh	-2%[11.5 µM]	0%	3%	-2%	-2%
HEK293 cAMP ctrl	-1%[11.4 µM]	3%	5%	-5%	-3%
A350 autofl	.	i	i	.	i
USP2a inhib	.	-6%	7%	6%	1%

[26] O=C(Cn1c(S(=O)(=O)Cc2ccccc2)nc2ccccc21)N1CCCCC1
[27] COC(=O)c1ccccc1NC(=O)C1CC(c2ccc(F)cc2)=NO1 (stereo not drawn)
[28] Cc1noc(C)c1S(=O)(=O)N1CCC(C(=O)NCCN2CCC(C)CC2)CC1
[29] COc1cc2c(cc1OC)[C@@H]1CC(=O)[C@@H](CC(C)C)CN1CC2
[30] OCCN1CCN(c2ncnc3nc[nH]c23)CC1
screen / no.	26	27	28	29	30
Fluorescein autfl	.	i	i	.	.
Epigenetic mod	-4%	-4%	-1%	.	.
UbGFP stabilizer	?	1%	5%	.	10%
Casp7 inh	0%	-2%	-2%	-19%	1%
BRCT PPI red	0.3%	0.9%	-2.3%	-0.2%	1.1%
4-MU autofl	.	i	i	.	.
BRCT inh green	-0.7%	-1.0%	0.0%	-1.4%	1.5%
Casp1 inh	-2%	-2%	-1%	-12%	2%
HEK293 cAMP ctrl	6%	?	15%	?	5%
A350 autofl	.	i	i	.	.
USP2a inhib	.	7%	3%	.	.

[31] O=C(CC1(O)CCCCC1)OC1CCCC1
[32] COc1ccc(NC(=O)N2CC[C@@]3(CCCN(C(=O)c4ccco4)C3)C2)cc1
[33] CCOC(=O)C1CCN(S(=O)(=O)c2cccc(-c3cn4cccnc4n3)c2)CC1
[34] Cc1ccc(CC2CC(=O)N(CCc3ccc4c(c3)OCO4)C2=O)cc1 (stereo not drawn)
[35] C=C(C)C1CC=C(C(=O)O)CC1 (stereo not drawn)
[36] CN(C)Cc1nc2c(c(=O)[nH]1)C1(CCCCC1)Cc1ccccc1-2
screen / no.	31	32	33	34	35	36
Fluorescein autfl	?	?	?	.	.	i
Epigenetic mod	0%[9.22 µM]	-4%[9.22 µM]	-3%	2%	.	-1%
UbGFP stabilizer	-3%[9.17 µM]	-11%	18%	0%	.	3%
Casp7 inh	2%[11.5 µM]	1%	-1%	-4%	-1%	2%
BRCT PPI red	0.3%[15.4 µM]	-1.6%	-1.4%	0.1%	-1.3%	0.5%
4-MU autofl	i	i	1.5e-06M*	.	.	i
BRCT inh green	0.1%[15.4 µM]	-1.4%	1.8%	1.7%	0.2%[3.08 µM]	-4.1%
Casp1 inh	-1%[11.5 µM]	-1%	0%	-3%	1%	-2%
HEK293 cAMP ctrl	8%[11.4 µM]	20%	19%	?	.	?
A350 autofl	i	i	2.2e-06M*	.	.	i
USP2a inhib	.	9%	17%	-3%	0%	38%[activator]
